PKA-R1A act = PKA-R1A complex activation; P00514+P68181; PKA-R1A dissociation, Cy5-IP20 fluorescence polarization; scaled: DMSO 0%, 113 µM cGMP 100%; activation, % at 11.4 µM; 340,000 compounds, 0.083% hits;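 active means percent activation above the mean of all tested compounds plus 3 SD, cut at about 19% in these data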;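 further: higher means more PKAc released from R1A so a rise in polarization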
SR-BI DiI inh = inhibitors of mouse SR-BI mediated HDL lipid uptake; Q61009; ldlA[mSR-BI] CHO cells, DiI-HDL uptake fluorescence, 3 h; inhibition, % at 12.5 µM; 320,000 compounds, 0.96% hits; AID 488896;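 active means mean replicate inhibition of at least 70% and a set share of replicates each scoring 70 or more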;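 further: 0% = median of neutral control wells and 100% = median of positive control wells; values of inactives mirror those of a sister screen read the other way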
dFosB act = enhances mouse delta FosB homodimer DNA binding | activation, % at 25 µM | 340,000 compounds, 0.99% hits | AID 493131 | purified delta FosB, TAMRA-CDK5 oligo fluorescence polarization; percent of positive-control signal above neutral wells;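 active means mean activation above about 17%, with every replicate also reaching it, limit read from the data, passing the limit was not always enough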;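 further: fluorescence polarization rise as delta FosB binds a TAMRA Cdk5 AP-1 oligo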
NSD2 HMT inh = inhibitors of human histone methyltransferase NSD2; O96028; NSD2 peptide methylation, AlphaScreen, 120 min; inhibition, % at 12.5 µM; 310,000 compounds, 0.54% hits; in the data active means inhibition above about 50%
SR-BI DiI-HDL act = SR-BI HDL lipid transfer activation | CHO ldlA[mSR-BI] cells, DiI-HDL uptake fluorescence, 3 h; 100 = double the neutral-control signal | activation, % at 12.5 µM | 320,000 compounds, 0.096% hits;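 active means mean replicate activation of at least 60% and every replicate at or above 60%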;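 further: 0% = median plate neutral-control signal and 100% = twice that signal; values of inactives mirror those of a sister screen read the other way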
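Material: SR-BI-overexpressing, LDLR-lacking CHO cells | Dosing: Single compound concentration, delivered by pin transfer | Probe or stimulus: Labelled HDL, 10 µg/mL | Signal: Bottom-read cell fluorescence after medium removal, ex 550/em 595 nm | Schedule: 3 h, 37 °C | Evaluation: HDL uptake via cellular fluorescence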
Pemphigus Ab inh = human desmoglein-3 autoantibody binding inhibition; P32926; DSG3-coupled beads, scFv-anti-DSG3-GFP binding, flow cytometry; stronger effect = lower value; binding (percent of control), % at 10 µM; 310,000 compounds, 0.48% hits; AID 588358;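 active means binding more than 3 SD below its plate's average and above zero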;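 further: hits lower antibody fragment binding to DSG3; some compounds called inactive have numbers as strong as hits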
MITF act = increases MITF-driven TRPM1 promoter luciferase signal; activation, % at 12.5 µM; AID 588334; 300,000 compounds, 0.75% hits; SK-MEL-5 TRPM1-promoter luciferase, 24 h; % of positive control, neutral wells = 0;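 active means mean activation of at least 80% with every replicate also reaching 80%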;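 further: 0% = neutral control wells and 100% = parthenolide positive control wells; values of inactives mirror those of a sister screen read the other way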
PKA-R2B activ = activates the human PKA-R2B holoenzyme complex. activation, % at 11.4 µM. 340,000 compounds, 0.079% hits. P22694+P31323. PKA-R2B holoenzyme dissociation, Cy5-IP20 fluorescence polarization; R2B truncated from residue 108, S112A mutant; 0% DMSO only, 100% 113 µM cGMP. AID 504700;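 active means activation above a cutoff set at the mean over all compounds plus 3 SD, cut at about 18% in these data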;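 further: higher means more holoenzyme dissociation and a rise in polarization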
Target sequence (P31323 whole entry, looked up, other chains not shown, the tested form may be a part): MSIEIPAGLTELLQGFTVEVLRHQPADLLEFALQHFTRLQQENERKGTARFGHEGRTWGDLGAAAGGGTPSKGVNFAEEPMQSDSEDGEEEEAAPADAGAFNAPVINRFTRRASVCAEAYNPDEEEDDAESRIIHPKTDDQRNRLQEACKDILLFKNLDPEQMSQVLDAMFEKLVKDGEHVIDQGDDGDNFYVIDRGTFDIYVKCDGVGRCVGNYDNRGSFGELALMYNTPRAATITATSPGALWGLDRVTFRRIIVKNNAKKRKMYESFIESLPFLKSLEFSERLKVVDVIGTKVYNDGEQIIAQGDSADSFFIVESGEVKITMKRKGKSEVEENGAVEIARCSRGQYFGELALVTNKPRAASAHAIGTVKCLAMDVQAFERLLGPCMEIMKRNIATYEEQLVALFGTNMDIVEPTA
Arrestin-AP2 inh = human beta-arrestin and AP2 interaction inhibition | FITC-arrestin peptide / GST-AP2 beads, flow cytometry; AP2 beta2 appendage carries R879A mutation | inhibition, % at 10 µM | 340,000 compounds, 0.31% hits | AID 504490;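 active means inhibition above a set limit, near 3 SD of compounds lacking own fluorescence, cut at about 54% in these data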;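 further: plate controls were DMSO wells for no effect and 5 µM unlabelled arrestin peptide for full effect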
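System: GST-AP2 R879A glutathione beads. Medium: PBS with 0.05% Tween 20 and 0.1% BSA. Also added: FITC-arrestin peptide, 50 nM. Incubation: 12 min plus 1 h, RT. Measured by: high-throughput flow cytometry of beads, ex 488, em 535 nm. Evaluation: percent drop in bead-associated FITC signal.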
Mot1-301 SUMO = inhibitors of SUMOylation pathway: yeast Mot1-301 growth rescue; 320,000 compounds, 1% hits; S. cerevisiae Mot1-301 growth rescue, ATP luminescence, 38.5C; percent above DMSO median, 100 means doubled; growth rescue, % at 18.8 µM;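 active means every valid replicate shows activation above 250% relative to neutral control wells; inactive means the rest, any valid replicate at or below 250%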;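 further: OY570 slx delta 5 strain wells were the positive control but not used for scaling; some compounds called inactive have numbers as strong as hits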
CDK5 p35 inh = CDK5/p35 (human) kinase inhibition; Recombinant CDK5/p35, ADP-Glo luminescence, 60 min; inhibition, % at 10 µM; 330,000 compounds, 0.01% hits;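 active means highest replicate inhibition of at least 50% and at least 75% of replicates reaching 50%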;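 further: plate controls were DMSO neutral control for no effect and GW8510 at 10 µM for full effect; many of its hits are not listed in these tables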
Target sequence (Q00535 whole entry, looked up): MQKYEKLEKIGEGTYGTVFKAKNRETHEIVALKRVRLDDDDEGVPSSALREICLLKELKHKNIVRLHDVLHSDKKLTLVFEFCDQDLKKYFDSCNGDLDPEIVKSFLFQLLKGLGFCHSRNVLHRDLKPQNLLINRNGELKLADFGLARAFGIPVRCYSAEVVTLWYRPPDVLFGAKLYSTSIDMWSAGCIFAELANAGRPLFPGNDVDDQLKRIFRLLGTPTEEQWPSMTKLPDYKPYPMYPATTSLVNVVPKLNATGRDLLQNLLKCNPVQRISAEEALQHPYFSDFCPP
Target sequence (Q15078 whole entry, looked up): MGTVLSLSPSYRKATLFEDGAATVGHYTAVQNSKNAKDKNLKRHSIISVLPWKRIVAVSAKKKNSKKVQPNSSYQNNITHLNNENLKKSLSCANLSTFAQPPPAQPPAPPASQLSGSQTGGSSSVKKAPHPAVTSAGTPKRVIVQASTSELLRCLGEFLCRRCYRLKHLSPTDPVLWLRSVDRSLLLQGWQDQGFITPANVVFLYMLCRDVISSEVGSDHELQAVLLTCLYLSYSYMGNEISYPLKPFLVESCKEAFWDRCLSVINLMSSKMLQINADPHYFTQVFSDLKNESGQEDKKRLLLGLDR
* hit, by the source's call; i = inactive; x = no result given.

PKA-R1A act,SR-BI DiI inh,dFosB act,NSD2 HMT inh,SMILES,SR-BI DiI-HDL act,Pemphigus Ab inh,MITF act,PKA-R2B activ,Arrestin-AP2 inh,Mot1-301 SUMO,CDK5 p35 inh
0,19,0,3,O=C(CSc1nnc(-c2ccc(F)cc2)o1)Nc1ccc(S(=O)(=O)N2CCCC2)cc1,-19,100,-1,0,-10,24,0.4
0,-20,3,-2,O=C(CSc1nc(=O)n2ccccc2n1)NCc1ccccc1,20,116,-8,-5,40,-34,0.8
-8,7,-6,0,Cc1cccc(NS(=O)(=O)c2cc([N+](=O)[O-])ccc2C)n1,-7,100,9,7,9,1,0.4
-5,-19,2,-3,CCOC(=O)C(=O)Nc1ccc(S(=O)(=O)Nc2ncccn2)cc1,19,103,3,-4,26,20,-1.9
1,-4,-1,-14,CN(C)CCCNc1oc(/C=C/c2cccs2)nc1S(=O)(=O)c1ccccc1,4,116,-4,1,27,1,-0.4
-3,-9,2,-1,CC(C)N(Cc1cnn(C)c1)C(=O)C1CCC(=O)N(CCc2cccc(F)c2)C1 (stereo not drawn),9,103,9,-3,27,25,0.9
-12,-15,-13,x,COc1ccc(OC)c(C2CC(=O)Nc3n[nH]c(-c4ccccc4)c32)c1 (stereo not drawn),15,109,-1,-5,21,43,1.3
-2,-3,-10,x,CCCCCCCCCCCCCCCC(=O)NCCc1c[nH]c2ccccc12,3,104,-4,-4,8,-14,-0.2
-7,4,2,x,C[C@H]1CN=C(Nc2ccccc2)N1CC1CCC1,-4,103,2,-6,-5,238,0.0
0,-33,-2,-1,Cc1cccc(NC(=O)CCC(=O)N/N=C/c2ccco2)c1,33,96,-7,-5,2,710,0.0
-5,4,-5,-5,CCSc1nnc(NC(=O)Cc2ccc(OC)c(OC)c2)s1,-4,109,5,1,22,-13,-0.7
-8,38,-18,3,CCOC(=O)c1c(/N=C/N(C)C)sc(/C=N/Nc2ccccc2)c1-c1ccccc1Cl,-38,83,5,4,7,172,-0.1
-17,19,-3,-1,C=CCNC(=O)N1CCCC(N2CCN(c3ccccc3OC)CC2)C1 (stereo not drawn),-19,104,-3,-3,32,-8,-0.1
5,5,-23,-1,O=C(N/N=C/c1ccc(Sc2nc3ccccc3[nH]2)o1)c1ccncc1,-5,97,-13,0,1,-15,-1.4
-11,-23,-8,-6,N#CC(c1ccc(F)cc1)c1ccc(C(=O)c2ccccc2)cc1 (stereo not drawn),23,101,-2,-9,-9,-19,0.0
-4,-9,0,x,COc1cccc(OCCCCCCN2CCOCC2)c1,9,109,-10,0,-3,218,-0.9
2,-7,-7,-2,NNc1nc(C(F)(F)F)nc2ccccc12,7,101,7,4,9,-18,-1.6
-1,-18,-3,-3,CCOc1ccc(N2C(=O)C3=C(C(c4ccc(Cl)cc4)=NCCN3)C2c2cccnc2)cc1 (stereo not drawn),18,101,6,1,-2,170,-0.1
-1,-6,-3,0,CS(=O)(=O)c1ccccc1-c1nc(-c2ccc([N+](=O)[O-])cc2)no1,6,103,-6,2,4,6,-2.2
3,12,3,0,Cc1ccc(C(=O)NC2CCC(C)CC2)s1 (stereo not drawn),-12,99,50,-4,30,181,-0.8
9,12,2,2,Cc1ccc(-c2nnnn2-c2ccc(C)cc2)cc1,-12,97,10,-1,-14,6,1.2
1,x,2,-4,O=C(O)Cn1nnc(COc2ccccc2)n1,x,112,15,-8,-6,-5,-2.4
-5,92*,-1,-1,Cc1ccc(Nc2nc3ccccc3nc2Nc2c(C)n(C)n(-c3ccccc3)c2=O)cc1,-92,102,14,-10,7,i,-1.8
17,1,1,0,Cc1ccc(OCCN(C)C(=O)C2CCC(=O)N(CCCN3CCOCC3)C2)cc1 (stereo not drawn),-1,111,8,-7,10,-7,-1.9
-11,x,-6,7,COc1cc(-c2[nH]ncc2CN2CCN(c3cccc(C)n3)CC2)cc(OC)c1OC,x,98,3,9,3,-21,0.2
0,7,1,0,O=[N+]([O-])c1cccc(Nc2c3ccccc3nc3ccccc23)c1,-7,98,-6,1,20,-8,1.2
-3,-9,0,x,O=C(/C=C/c1ccc([N+](=O)[O-])s1)N1CCCCC1,9,93,-88,2,38,-12,0.2
-5,2,0,-4,C=CCOc1ccc2c3c(c(=O)oc2c1)CCCC3,-2,111,x,-18,-5,x,-0.6
6,14,-22,4,COc1ccc2c(c1OC)C(=O)N1c3ccccc3C(=O)N(c3ccccc3F)C21 (stereo not drawn),-14,107,-10,-15,-6,15,0.6
6,-7,-4,0,O=C1S/C(=C/c2ccc(N3CCOCC3)o2)C(=O)N1Cc1ccc(F)cc1,7,194,x,0,7,-8,-0.3
3,4,-18,x,O=C(O)c1ccc(N2C(=O)/C(=C/c3ccc(-c4ccc([N+](=O)[O-])cc4)o3)C=C2c2ccccc2)cc1,-4,30,-13,16,x,259,4.2
-2,43,6,3,COc1cc(/C=N/NC(=O)c2cccs2)ccc1OCc1ccccc1,-43,98,x,11,10,-8,0.8
-5,-5,-6,-3,CC1C(=O)Nc2ccccc2N1C(=O)c1ccccc1 (stereo not drawn),5,104,-13,20*,1,6,-0.5
-5,24,-13,4,Cc1nn(-c2ccccc2)c(C)c1C(=O)OCC(=O)N1CC(=O)Nc2ccccc21,-24,x,7,-15,5,-12,1.6
-7,-4,-7,-1,CCOC(=O)CC(=O)CSCC(=O)Nc1ccc(C)cc1,4,x,-5,-9,14,0,0.6
-10,17,4,-4,Cc1cccc(C)c1NC(=O)CSc1nnc(C)n1-c1ccccc1,-17,101,-3,-4,-14,-3,0.6
-6,-3,9,-1,Cc1nc(Nc2ccccc2C)c2cnn(C)c2n1,3,115,-9,-9,2,x,0.6
1,0,-4,0,CCc1noc(C)c1C(=O)Nc1ccc(-c2nnc3n2CCCCC3)cc1,0,103,11,3,8,2,2.8
7,6,-16,-4,COc1ccccc1-c1cc(C(=O)NCc2ccccc2)no1,-6,111,4,-12,-7,-13,-2.4
-2,x,0,1,CN(Cc1ccccc1)C(=O)CSc1nc2ccccc2[nH]1,x,125,55,-6,-5,-15,1.0
9,-20,-1,x,Cc1ccc(-n2c(SCC(=O)NCC3CCCO3)nc3c(c2=O)SCC3)cc1 (stereo not drawn),20,x,x,-5,4,42,-0.6
6,53,-6,-3,Cc1cccc(-c2cc3nc4c(c(N5CCOCC5)n3n2)CCCC4)c1,-53,121,30,-7,30,-6,-0.7
0,51,3,-1,COc1ccc(-c2cc(C(=O)N3CCN(c4ccccc4O)CC3)c3ccccc3n2)cc1,-51,x,x,-8,4,13,-0.2
-6,3,-2,8,C/C(CC(=O)Nc1ccc2c(c1)OCO2)=N\NC(=O)C(c1ccccc1)c1ccccc1,-3,99,-6,3,-10,-4,x
3,2,-11,-12,COc1cc(Cl)ccc1OCc1cc(C(=O)N2CCCCCC2)no1,-2,x,22,2,-4,-10,0.6
-8,27,-4,-1,Cc1nnc(-c2ccc(Oc3ccc(C)c(C)c3)c([N+](=O)[O-])c2)o1,-27,x,-13,0,-6,-3,1.0
2,-12,-8,1,C=CCOc1cccc(C2C(C(=O)c3ccco3)=C(O)C(=O)N2Cc2ccncc2)c1 (stereo not drawn),12,93,-9,-2,11,-18,-0.1
0,86*,-5,-1,CCOC(=O)c1cnc2cc(-c3ccc(Cl)cc3)nn2c1N,-86,101,149*,-12,1,-1,-15
2,-8,-2,2,C=CCNC(=O)CC(C)C(CCCCC)C(=O)O (stereo not drawn),8,94,-3,0,11,17,0.6
-4,13,0,0,COc1cccc(N2CCN(S(=O)(=O)c3ccc4c(c3)CC(C)N4C(=O)C3CC3)CC2)c1 (stereo not drawn),-13,101,-14,9,7,106,-0.3
1,-14,-4,x,COC(=O)Nc1c(-c2ccccc2)nc2ccc(Cl)cn12,14,94,x,1,13,-17,0.7
1,17,2,x,C[C@]12C(=O)N(c3ccccc3)C(=O)N1[C@H]1c3ccccc3OC[C@@H]1[C@H]2c1ccccc1,-17,101,-6,-7,-12,36,0.7
9,-18,1,-4,CSc1ccccc1NC(=O)NCCCl,18,104,6,0,-11,-4,-8.3
-4,33,3,x,COc1ccc2sc(-c3ccccc3OC)c(-c3ccc(OC)nc3)c2c1,-33,95,18,-17,0,27,0.5
-3,x,-2,x,CN(C)C(=O)COC(=O)c1ccc(S(=O)(=O)NCc2ccco2)cc1,x,100,1,-7,-7,6,0.9
0,10,2,x,CCN1C(=O)[C@@H]2[C@@H](c3ccc(SC4CCCCC4)cc3)N3CCCC[C@@]3(C(=O)OC)[C@@H]2C1=O,-10,120,-12,-5,-5,-5,-0.5
-3,x,5,7,COc1ccc(CNC(=S)NNC(=O)c2cc3ccccc3o2)cc1,x,x,-2,-6,18,-18,-1.2
-5,-6,0,0,Cc1ccc(C(=O)Nc2ccc(C(=O)N3CCCCC3)cc2)o1,6,102,26,-10,42,24,13
6,10,-9,1,Cc1cc(C)nc(SCC(=O)Nc2ccc(S(=O)(=O)N3CCCCC3)cc2)n1,-10,102,-9,-3,-2,-2,0.4
-6,-52,-3,1,CC(=O)c1cc(N2CCOCC2)ccc1[N+](=O)[O-],52,x,-14,-8,1,x,1.0
11,x,-10,x,CN1C(=O)c2ccccc2Sc2ccc(NC(=O)N3CCOCC3)cc21,x,113,-11,-2,18,-1,-0.4
1,-6,-8,13,CN(CC(=O)Nc1ccc(Cl)c(C(F)(F)F)c1)C(=O)CCNC(=O)c1ccco1,6,101,-1,-1,0,2,-0.8
-6,-5,2,1,N#CC(OC(=O)c1ccccc1)c1cccc([N+](=O)[O-])c1 (stereo not drawn),5,119,5,-7,34,x,1.1

As entered above.
Reading for Cc1ccc(C(=O)Nc2ccc(C(=O)N3CCCCC3)cc2)o1 in CDK5 p35 inh: 13
Reading for CN(C)C(=O)COC(=O)c1ccc(S(=O)(=O)NCc2ccco2)cc1 in PKA-R2B activ: -7

Assay outcomes as filed in PubChem BioAssay.
